KCNH2 WT inh – blocks the wildtype human KCNH2 potassium channel; U2OS, BacMam KCNH2, thallium flux FluxOr; stronger effect = lower value; activity change, % at 1.84 µM; 340,000 tested, 0.37% active;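 active = maximum activity change below -70%; inconclusive = maximum activity change between -70% and -50%; inactive = maximum activity change above -50%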; also: % is scaled to controls: 0 for no effect and ±100 for the full control effect
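U2OS cells were transduced with wild-type KCNH2 virus (2.03 x 10^8 / mL) for 4 h at room temperature, then cultured overnight at 37 C. Thallium flux was read with FluxOr dye. Rate constants were normalized to DMSO controls.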
CXXC DNA block – inhibitors of human MLL CXXC domain-DNA interaction; Q03164; MLL-CXXC / FITC-HOXA9 DNA fluorescence polarization; Potency, µM (series often up to 115 µM), inactives show at the highest dose activity change, negative = inhibition, usual class: inhibitors; 290,000 tested, 0.037% active; AID 2662; active = well fitted inhibition curve with a large enough effect in the polarisation, with a control signal flat, not every such curve was filed as active; inconclusive = small, poorly fitted or top-dose-only effect, or effect the other way, or a change in a side signal; inactive = no such curve, though single readings can be large or run the other way; the % refers to the polarisation; also: potency is read from the fitted curve at half-maximal effect
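Purified MLL-CXXC (added from a 7 uM solution) was preincubated 5 min at ambient with pinned compounds in 50 mM Tris-HCl pH 7.5, 50 mM NaCl, 1 mM DTT, 0.05% BSA. Fluorescein-labeled HOX-A9 DNA (50 nM solution) followed, 30 min, then polarization read.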
Giardia kill – kills Giardia lamblia | AID 540267 | Giardia lamblia trophozoite viability | 340,000 tested, 0.15% active | activity change, % at 7.66 µM, hits read low; in the data active = activity change below about -80%; inconclusive = between about -30% and that limit;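 also: parasites exposed to compound for two days anaerobically before the ATP read; % is scaled to controls: 0 for no effect and ±100 for the full control effect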
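Each well holds 100 Giardia trophozoites and compound. After two days (48 hrs) at 37 deg C in anaerobic conditions, ATP is quantified by luminescence.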
Coupling enz – counter-screen for Giardia aldolase inhibitors: coupling enzyme system | activity change, negative = inhibition, % at 58.2 µM, hits read low | coupling enzyme system counterscreen, AmpLite Red fluorescence | 290,000 tested, 0.67% active | AID 2472; in the data active = activity change below about -30%; also: % is scaled to controls: 0 for no effect and ±100 for the full control effect
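Compounds tested against the coupling enzymes alone at 57.5 uM final; readout was AmpLite Red fluorescence (525/598 nm) after 20 min at RT.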
GALK inh – blocks human galactokinase activity; P51570; Purified GALK, Kinase-Glo residual ATP luminescence; Potency, µM (doses to about 57.5 µM), for inactives: at the top dose activity change, negative = inhibition, usual class: inhibitors; 270,000 tested, 0.007% active; AID 1868; also: potency is read from the fitted curve at half-maximal effect; % is scaled to controls: 0 for no effect and ±100 for the full control effect
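The enzyme phosphorylates galactose (100 uM) using ATP (35 uM); inhibition is detected as higher residual ATP, quantified by bioluminescence after 1 h reaction at room temperature, pH 8.0.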
TCR activator – activates T cell receptor signaling; AID 504894; 330,000 tested, under 10 active; primary human leukocytes, anti-CD3, IL-2 HTRF, 48 h; Potency, µM (doses to about 9.22 µM), inactives show at the highest dose activation of IL-2 secretion, actives largely listed as activators; also: % of control where 0% means no effect
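Compounds are tested in HTS on primary human leukocytes co-incubated with a-CD3 beads for 48 hr. IL-2 output is measured by time-resolved FRET.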
TSHR antag – blocks TSH signaling through the human TSH receptor | P16473 | TSHR-expressing cells, TSH-stimulated cAMP HTRF, 2 h; stronger effect = lower value | activity change, negative = inhibition, % at 11.5 µM | 330,000 tested, 0.2% active;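 active = activity change below a set negative limit, meaning inhibition stronger than a set level, cut at about -70% in these data; inconclusive = activity change between two set negative limits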; also: % is scaled to controls: 0 for no effect and ±100 for the full control effect
Target sequence (P16473 whole entry, looked up): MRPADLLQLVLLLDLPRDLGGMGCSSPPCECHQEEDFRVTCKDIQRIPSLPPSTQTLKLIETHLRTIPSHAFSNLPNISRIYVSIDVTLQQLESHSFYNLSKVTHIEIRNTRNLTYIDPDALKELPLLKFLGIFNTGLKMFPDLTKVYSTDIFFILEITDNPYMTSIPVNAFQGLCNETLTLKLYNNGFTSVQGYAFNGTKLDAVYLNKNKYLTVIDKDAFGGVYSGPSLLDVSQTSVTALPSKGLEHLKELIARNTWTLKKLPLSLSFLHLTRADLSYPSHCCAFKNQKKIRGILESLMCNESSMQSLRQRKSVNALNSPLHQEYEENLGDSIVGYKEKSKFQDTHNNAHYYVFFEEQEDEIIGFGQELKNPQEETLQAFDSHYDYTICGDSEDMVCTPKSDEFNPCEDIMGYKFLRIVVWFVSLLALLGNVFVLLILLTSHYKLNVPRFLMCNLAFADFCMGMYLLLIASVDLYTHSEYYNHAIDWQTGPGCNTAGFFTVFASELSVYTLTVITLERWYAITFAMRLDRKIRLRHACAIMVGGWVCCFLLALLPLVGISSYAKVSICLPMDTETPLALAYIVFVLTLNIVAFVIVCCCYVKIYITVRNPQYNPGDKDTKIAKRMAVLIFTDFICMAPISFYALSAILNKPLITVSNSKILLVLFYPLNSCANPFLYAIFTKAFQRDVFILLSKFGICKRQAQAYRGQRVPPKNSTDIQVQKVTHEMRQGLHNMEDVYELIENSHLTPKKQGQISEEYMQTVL
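TSHR-expressing cells were treated with compounds, then stimulated with TSH at EC80 (4nM final) for 2 hours at 37 deg C. Cellular cAMP was measured by HTRF competition between lysate cAMP and cAMP-d2 for a cryptate-labelled anti-cAMP antibody.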
A-T KAP1 phos – potential ataxia-telangiectasia treatment; […] A-T fibroblasts, KAP-1 phosphorylation AlphaLISA; neocarzinostatin DNA damage 30 min before lysis; 320,000 tested, 0.19% active; AID 485349; Potency, µM (series often up to 57.5 µM), inactives show top-dose activation, hits mostly activators; also: potency is read from the fitted curve at half-maximal effect; % of control where 0% means no effect; nearly all actives have a fitted effect of over 45% in size
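hTERT-immortalized A-T patient fibroblasts ([…]), 500 cells/well in OPTI-MEM, 1% FBS, got compounds for 60 min, then NCS for 30 min at 37C. Lysates were then assayed for phospho-KAP-1 by AlphaLISA (anti-pKAP1 donor, anti-KAP1 acceptor beads), 6 hr at 25C.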
Chronic BCR inh – blocks chronic active B-cell receptor signaling; ABC-DLBCL IkBa-CBG/CBR reporter, luminescence ratio, 4 h; Potency, µM (series often up to 46.1 µM), for inactives: at the highest dose ratio change, negative = lower green/red ratio, usual class: inhibitors; 340,000 tested, 0.05% active; AID 493014; active = well fitted inhibition curve with a large enough effect in the signal ratio, with a control signal flat, not every such curve was filed as active; inconclusive = small, poorly fitted or top-dose-only effect, or effect the other way, or a change in a side signal; the % refers to the signal ratio;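 also: potency is read from the fitted curve at half-maximal effect; plate controls were basal doxycycline-induced cells for no effect and cells given 10 µM MG132 for full effect; MG132 reads +100%, hits lower the ratio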
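Cell line TMD8 (human ABC DLBCL), stably expressing tet-inducible CBG68-IkBa fusion and CBR; IMDM/0.5% FBS; cpd up to 46 uM; dox induction, 4 h, 37C/5% CO2; dual luminescence; green/red ratio; MG132 control.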
Tb PFK block – inhibitors of T. brucei phosphofructokinase; T. brucei PFK, ADP-Glo luminescence; Potency, µM (doses to about 57.5 µM), for the others: at the highest dose activity, negative = inhibition, most hits filed as inhibitors; 330,000 tested, 0.17% active;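 also: potency is read from the fitted curve at half-maximal effect; 0% = uninhibited 1x PFK enzyme wells and -100% = no-enzyme wells; nearly all actives have a fitted effect of over 60% in size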
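Activity is normalized to no-enzyme wells (full inhibition) and 1.25 nM enzyme wells (no inhibition). Reaction: 0.5 mM F6P, 0.1 mM ATP, 45 min RT, ADP-Glo luminescence; concentration-response curves fitted and classed by quality.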
An asterisk follows results filed as active; i = inactive; ? = inconclusive; / = no result given; [ ] = dose if it differs, or a comment. Unless noted, calls follow the shape of the dose curve; as a rule, active = well fitted curve in the direction sought with a large enough effect; inconclusive = small, poorly fitted or top-dose-only effect, or another doubt; inactive = no such curve, though single readings can be large; an effect the other way counts as inactive or inconclusive.

SMILES | KCNH2 WT inh | CXXC DNA block | Giardia kill | Coupling enz | GALK inh | TCR activator | TSHR antag | A-T KAP1 phos | Chronic BCR inh | Tb PFK block
COC(=O)c1ccc2c(c1)S(=O)(=O)NC(=NCc1ccco1)S2 | -6 | 18% | 21 | 2 | 1% | -7% | -5 | 0% | -4% | -20%
COc1ccc(C(C(=O)NCC2CCCO2)N(Cc2ccccc2)C(=O)c2snc(C(N)=O)c2N)cc1OC (stereo not drawn) | -7 | 1% | 12 | 2 | 0% | 4% | -4 | -3% | ? | -2%
O=C(NC(=S)N(Cc1ccccc1)c1ccccn1)C1CC1 | 2 | -2% | -1 | -2 | 0% | 1%[46.1 µM] | 20 | 2% | -10% | -3%
CC1CCN(C(=O)C2CCN(S(=O)(=O)c3cc(Cl)ccc3Cl)CC2)CC1 | -1 | 1% | -2 | 4 | -3% | 2% | -7 | 3% | 0% | 2%
O=C(O)c1ccc(N/N=C/c2ccc(OC(=O)c3cccc(Cl)c3)cc2)cc1 | -10 | 30%[activator] | 5 | 6 | -3% | 7% | -40 | ? | / | 2%
Cn1c(/N=C/c2cc(Cl)ccc2O)nc2ccccc21 | 7 | -8% | -21 | 4 | 17% | 3% | -1 | 5% | -3% | 0%
CC(C)(C)NC(=O)CSc1nccn1Cc1ccccc1 | -2 | -2% | 2 | 0 | -3% | 1% | -1 | -5% | -5% | -1%
c1cc2ccc3ccc(-n4cnnn4)c4ccc(c1)c2c34 | -10 | 36%[activator] | -1 | -4 | 1% | 1% | 11 | -1% | ? | 1%
CCOC(=O)c1c(C)[nH]c(C(=O)OCC(=O)N(C)CC(=O)Nc2ccccc2Cl)c1C | -5 | / | 19 | / | / | -5% | 29 | 11% | -7% | 1%
O=C(CSc1cccc[n+]1[O-])Nc1ccc2c(c1)OCCO2 | 9 | 6% | 21 | 0 | -6% | -13% | 3 | -3% | -7% | -3%
Cc1ccc2nc(-c3ccc(SCC(=O)O)nc3)[nH]c2c1 | -1 | -4% | -7 | -5 | -4% | 1% | 12 | -3% | ? | -2%
CCOC(=O)C1CCN(C(=O)c2oc3ccc(S(=O)(=O)N4CC(C)CC(C)C4)cc3c2C)CC1 (stereo not drawn) | -17 | -5% | 0 | 1 | 1% | 1% | -10 | 5% | ? | -1%
O=C(Nc1cccc(Cl)c1)c1cccc(N2C(=O)C3CC=CCC3C2=O)c1 (stereo not drawn) | 4 | 7% | 13 | 0 | 15% | -1% | -5 | -2% | -2% | 27µM*
CCOc1ccccc1NC(=S)N1CCN(c2cccc(C)c2C)CC1 | -3 | 12% | 11 | 0 | 5% | 1% | -8 | 4% | -3% | -3%
Cc1ccc(NC(=O)CSc2ncccn2)cc1S(=O)(=O)N1CCOCC1 | -10 | / | 6 | / | / | 0% | / | -10% | -2% | 3%
CCOC(=O)N1CCN(C(=O)CS(=O)(=O)c2cn(Cc3ccc(F)cc3)c3ccccc23)CC1 | -9 | 15% | -12 | 2 | 1% | 5% | 5 | 5% | -2% | -3%
CC(=O)c1ccc(N2C(=NC(=O)C(C)C)SC3CS(=O)(=O)CC32)cc1 (stereo not drawn) | 4 | -4% | -13 | 0 | -4% | -1%[46.1 µM] | 12 | -2% | 10% | -1%
NCC12CC3CC(CC(O)(C3)C1)C2 | -5 | 5% | 1 | 3 | 1% | / | 7 | -1% | ? | 2%
O=C(NCCN1CCOCC1)C12CC3CC(C1)CC(c1ccccc1)(C3)C2 | -3 | 2% | 2 | -2 | -1% | -1% | -9 | -2% | 0% | -5%
CCSc1nnc(SCC(=O)NC2CCCCC2)s1 | 5 | / | -5 | / | / | -10% | -4 | 12% | ? | 0%
COc1ccccc1-c1coc2c(CN3CCC(C)CC3)c(O)ccc2c1=O | 4 | -4% | 7 | 3 | 4% | -2% | 17 | -5% | -9% | 1%
CCOc1ccc(CN2CCN(Cc3nc(C(C)C)cs3)CC2CCO)cc1 (stereo not drawn) | / | 1% | -19 | 1 | 7% | 0% | 2 | -7% | -9% | -4%
CCOc1ccc(NC(=O)CN(C)C(=O)C2=COCCO2)cc1OCC | -9 | / | 3 | / | / | -4% | 14 | -3% | -18% | -5%
O/N=C(\c1ccc(Cl)cc1)c1ncc(C(F)(F)F)cc1Cl | -5 | -5% | 1 | -1 | -1% | -2% | -16 | / | ? | -2%
O=C(Cn1c(=O)c2c(ncn2Cc2ccccc2)n(Cc2ccccc2)c1=O)NC1CC1 | -3 | 17% | 5 | 4 | 1% | 6% | 22 | 0% | 4% | 0%
CC(C)c1cc(C(=O)NNC(=S)NCc2ccco2)c(O)c(C(C)C)c1 | -2 | -7% | -4 | 3 | -1% | -2%[46.1 µM] | -34 | 1% | ? | 1%
Cc1cc(NC(=O)CSCC(=O)OC(C)C(=O)N(C)Cc2ccccc2)no1 (stereo not drawn) | -7 | / | 6 | / | / | 1% | 6 | 11% | 5% | -2%
COc1cccc(CNC(=O)c2ccccc2-c2ccccc2C(=O)O)c1 | -7 | -3% | -20 | -2 | -2% | -1% | -3 | 4% | 3% | 2%
O=C(N/N=C/c1ccncc1)c1cc(C2CC2)nc2ccccc12 | -8 | 2% | 26 | 0 | -3% | -2% | 5 | 8% | -1% | -3%
Cc1ccc(C)c(NC(=O)C(c2ccccc2)N2CCOCC2)c1 (stereo not drawn) | 10 | -7% | 20 | 3 | -4% | -2% | 20 | -3% | 3% | 4%
CN(c1ccccc1C(=O)Nc1ccc(F)c(F)c1)S(C)(=O)=O | -1 | -3% | 30 | 0 | -2% | 2% | -8 | 3% | 15% | -6%
CNc1cncc(C(=O)O)c1 | i | -13% | -3 | -11 | -1% | -2% | 5 | -6% | 6% | 3%
COc1ccccc1NC(=O)/C(N=Nc1ccc(C)c(S(=O)(=O)Nc2ccccc2Cl)c1)=C(\C)O | 4 | / | 9 | / | / | 3%[46.1 µM] | 9 | -24% | -3% | 0%
CCOc1ccc(NC2=C(Cl)C(=O)N(Cc3ccccc3)C2=O)cc1 | 2 | -4% | -2 | 0 | -1% | -1% | -32 | -1% | ? | 9%
Cc1nc2ncnn2c(C)c1Cc1cccc(C(F)(F)F)c1 | -6 | 21% | 27 | 0 | 2% | -10% | -17 | 2% | 5% | -7%
CCOC(=O)C1(CCc2ccccc2)CCN(C(=O)CCn2cnnn2)CC1 | 8 | -15% | 13 | 0 | -2% | 16% | -1 | 3% | -1% | 1%
CC(=O)c1ccc(N2CCN(CCC#N)CC2)c(F)c1 | -3 | -3% | 1 | 4 | 2% | 3% | -10 | 8% | 3% | 0%
Cc1cc(OCC(=O)Nc2ccc(CN3CCOCC3)cc2)ccc1Cl | 23 | -12% | 11 | / | 6% | -3% | 13 | -5% | ? | -9%
CC(C)C(NC(=O)c1ccc(Cl)c([N+](=O)[O-])c1)C(=O)NCc1ccccn1 (stereo not drawn) | 23 | / | 16 | / | / | -2%[46.1 µM] | -6 | -11% | 3% | 0%
Cc1cc(S(=O)(=O)N2CCOCC2)ccc1NC(=O)c1ccc(F)cc1 | 2 | -9% | -1 | 0 | 6% | / | -11 | 11% | 0% | -6%

Individual results from the results shown.
Result of CCOc1ccc(NC(=O)CN(C)C(=O)C2=COCCO2)cc1OCC under TCR activator: -4%
Result of CC(C)c1cc(C(=O)NNC(=S)NCc2ccco2)c(O)c(C(C)C)c1 under GALK inh: -1%

Carrying on:
SMILES | KCNH2 WT inh | CXXC DNA block | Giardia kill | Coupling enz | GALK inh | TCR activator | TSHR antag | A-T KAP1 phos | Chronic BCR inh | Tb PFK block
CCCC(=O)N(CCN(C(=O)CCC)c1ccccc1)c1ccccc1 | -12 | 6% | -22 | 3 | -3% | -3%[46.1 µM] | -8 | -2% | -1% | 2%
CC(C)CCNCC(O)CON=C1c2ccccc2-c2ccccc21 (stereo not drawn) | 16 | 3% | -1 | 1 | 10% | -51% | 0 | -6% | -5% | 2%
Clc1ccc(CN2CCN(/N=C/c3cccnc3)CC2)cc1 | -2 | -3% | -4 | -1 | -1% | -6% | 18 | -2% | 7% | 2%
Cc1ccc(NC(=O)c2nc[nH]c2C(=O)NCC(=O)OC(C)(C)C)cc1 | 5 | 9% | 3 | 0 | 5% | 2% | -6 | 5% | ? | -5%
CC(NC(=O)C1CCCCC1)c1ccc2c(c1)OCCO2 (stereo not drawn) | -4 | -8% | 18 | 3 | -1% | -4% | -7 | -5% | -5% | -6%
CCN1C(=O)[C@H]2[C@@H](c3ccc(-c4ccc(OC)cc4)cc3)N[C@@](Cc3ccccc3)(C(=O)OC)[C@H]2C1=O | -5 | / | 1 | / | / | -3% | -7 | 5% | 4% | -6%
O=C(Nc1ccc2c(c1)C(=O)OC2)c1ccc(Cl)cc1 | 2 | 7% | 10 | 0 | -1% | -8% | 3 | 4% | 5% | 0%
O=S(=O)(NCCSc1ccccn1)c1ccc(Br)cc1 | -15 | 0% | -27 | -17 | 2% | -5% | 85 | 17% | -17% | -7%

Assay outcomes (PubChem BioAssay)
